Screening results from PubChem.
UDG counterscr: Primary qHTS assay for inhibitors of Activation Induced Cytidine Deaminase (AID): UDG Counterscreen signal. FRET deamination/UDG coupled assay, UDG read, 4 h. 0.14% of 91,000 active. Uracil-DNA glycosylase. Potency, µM (top dose mostly 115 µM), inactives show top-dose activity change, negative = inhibition, actives largely listed as inhibitors; also: nearly all actives have a fitted effect of over 65% in size
AID inh: Primary qHTS assay for inhibitors of Activation Induced Cytidine Deaminase (AID): AID signal | Single-stranded DNA cytosine deaminase (Homo sapiens), Q9GZX7 | AID deamination FRET fluorescence, UDG-coupled, 4 h | Potency, µM (top dose mostly 115 µM), for inactives: at the highest dose activity change, negative = inhibition, most hits filed as inhibitors | 0.32% of 91,000 active | AID 1347428, 2020; also: nearly all actives have a fitted effect of over 25% in size
Target sequence (Q9GZX7 whole entry, looked up): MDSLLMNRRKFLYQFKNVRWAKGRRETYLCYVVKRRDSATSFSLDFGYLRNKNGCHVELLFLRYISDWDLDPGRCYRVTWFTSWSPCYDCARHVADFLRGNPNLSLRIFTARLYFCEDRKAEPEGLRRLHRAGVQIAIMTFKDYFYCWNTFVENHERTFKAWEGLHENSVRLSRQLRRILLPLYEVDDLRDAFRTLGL
The depositor's hits bear a star; ? = inconclusive; [ ] = another dose, or the depositor's remark. Calls follow the shape of the dose curve; as a rule, active = well fitted curve in the direction sought with a large enough effect; inconclusive = small, poorly fitted or top-dose-only effect, or another doubt; inactive = no such curve, though single readings can be large; an effect the other way counts as inactive or inconclusive. % is scaled to controls: 0 for no effect and ±100 for the full control effect; potency is read from the fitted curve at half-maximal effect.

(1) COc1ccccc1CNc1ccc(-c2nc(-c3ccncc3)no2)cc1[N+](=O)[O-]
(2) CCOc1ccc(N(CC)S(=O)(=O)N2CCCC(C(=O)Nc3cc(Cl)ccc3C)C2)cc1 (configuration not stated)
(3) Cc1ccnc(NS(=O)(=O)c2ccc(NC(=O)C(C)(C)Oc3ccc(Cl)cc3)cc2)n1
(4) COc1ccc(-c2cc(C(=O)Nc3c(C(=O)c4ccc(Cl)cc4)oc4ccccc34)no2)cc1
(5) CC(CCc1ccccc1)NC(=O)CSc1n[nH]c(-c2ccccc2)n1 (configuration not stated)
(6) Cc1cc(NC(=O)CSc2nc3c(c(=O)n(C)c(=O)n3C)n2Cc2ccccc2C)ccc1F
Assay by compound | 1 | 2 | 3 | 4 | 5 | 6
UDG counterscr | ? | ? | -10%[57.5 µM] | 49%[activator] | 64%[activator] | 4%
AID inh | 38%[activator] | ? | -1%[57.5 µM] | 19% | 0% | -3%

(7) COc1ccc(NC(=O)COc2c(C)cccc2C)c2cccnc12
(8) COc1ccccc1C(C)NC(=O)c1ccc(Cl)cc1 (configuration not stated)
(9) NCCCCCCCN1CCCC1
(10) Cc1ccc(NC(=O)c2c(C)oc3ccc(O)c(CN4CCCCC4)c23)cc1
(11) COc1cc2c(-c3ccccc3Cl)nc3c(c(C)nn3-c3ccccc3)c2cc1OC
(12) COc1ccc(Cl)cc1NC(=O)CSc1nc(=O)[nH]c2c1CCC2
Assay by compound | 7 | 8 | 9 | 10 | 11 | 12
UDG counterscr | 3% | -1% | -4% | 15% | 0% | -4%
AID inh | 4% | -6% | 4% | -11% | ? | -23%

(13) CC(=O)N/N=C/c1ccc(C)c(C)c1C
(14) CC(=O)c1ccccc1NS(=O)(=O)c1cc2c(cc1C)NC(=O)CO2
(15) CN(C)c1ccc(C(CNC(=O)c2ccccc2F)N2CCc3ccccc32)cc1 (configuration not stated)
(16) CCS(=O)(=O)N1CCc2cc(C(=O)N3CCN(c4cccc(C(F)(F)F)c4)CC3)ccc21
(17) Cc1cccc(COc2ccccc2/C=C(\C#N)c2nc3ccccc3[nH]2)c1
(18) COc1cccc(C(=O)N2CCC(C(=O)Nc3cccc(Cl)c3)CC2)c1
Assay by compound | 13 | 14 | 15 | 16 | 17 | 18
UDG counterscr | 11% | -21% | ? | ? | -5% | -4%
AID inh | -3% | 0% | ? | -19% | -11% | -19%

(19) O=c1[nH]c2cc(Cl)c(Cl)cc2[nH]c1=O
(20) CCOC(=O)c1cccc(NC(=O)Cn2nc3c(cc2=O)CCCC3)c1
(21) CCOC(=O)c1c(-c2ccccc2)csc1NC(=O)c1nc(S(=O)(=O)CC)ncc1Cl
(22) Cc1ccc(OCC(=O)Nc2ccc3nc(SCC(=O)N4CCCC4)sc3c2)cc1
(23) Cc1ccc(-c2cc(C(=O)O)c3cc(C)cc(C)c3n2)cc1
(24) O=C(O)c1ccc(-c2ccccc2)o1
Assay by compound | 19 | 20 | 21 | 22 | 23 | 24
UDG counterscr | -2% | -2% | -10% | 0%[57.5 µM] | 0% | -1%
AID inh | 9% | -4% | -24% | 1% | 0% | 0%

(25) COC(=O)c1sc(N2C(=O)C(=O)/C(=C(/O)c3ccc(C)c(F)c3)C2c2ccccc2F)nc1C (configuration not stated)
(26) COc1cccc(N2CCN(C(=O)c3ccc(CS(=O)c4cccc(Cl)c4)o3)CC2)c1 (configuration not stated)
(27) CCN1CCN(C(C(=O)O)c2cn(CCC(=O)O)c3cc(Br)ccc23)CC1 (configuration not stated)
(28) COc1cc2c(cc1OC)CN(Cc1cc(=O)c(OCc3ccccc3F)co1)CC2
(29) COc1ccc2[nH]c3c(c2c1)CCN(C(=O)CCC1CCCC1)C3c1ccc(F)cc1 (configuration not stated)
(30) CCN1CCc2nc3sc(C(=O)Nc4cccc(Cl)c4C)c(N)c3cc2C1
Assay by compound | 25 | 26 | 27 | 28 | 29 | 30
UDG counterscr | -5% | 2% | 4% | 7% | -21% | 1%[57.5 µM]
AID inh | 79µM* | 0% | -1% | 16% | ? | 180%[activator]

(31) CCc1ccccc1NC(=O)CSc1ncc2c(n1)-c1cc(Cl)ccc1N(Cc1ccccc1)S2(=O)=O
(32) Cc1ccccc1NC(=O)c1cc2sccc2n1Cc1ccc(F)cc1
(33) COc1ccccc1N1CCN(C(=O)Cc2c(C(=O)O)c(C)cn2C)CC1
(34) CC(C)CS(=O)(=O)c1oc(-c2ccc(F)cc2)nc1S(=O)(=O)c1ccccc1
(35) CC(C)(C)c1ccc(CCC(=O)Nc2cccnc2)cc1
(36) Cc1cccc(S(=O)(=O)C(C#N)c2nc3ccccc3nc2N2CCN(c3ccccc3)CC2)c1 (configuration not stated)
Assay by compound | 31 | 32 | 33 | 34 | 35 | 36
UDG counterscr | 5% | -13% | -2% | -9% | 7% | -1%
AID inh | 118%[activator] | 8% | 5% | -10% | -5% | -5%

(37) COC(=O)c1ccc(NC(=O)c2cc3cc4ccc(OC)c(Cl)c4nc3s2)cc1
(38) C/C=C/C=C/C(=O)NC(C)c1ccc(F)cc1F (configuration not stated)
(39) CCOc1ccc(OCC)c(NS(=O)(=O)c2cc(-c3cc(C)no3)ccc2C)c1
(40) CCNC(=O)NC(=O)C(C)N(C)CC(=O)Nc1cccc2ccccc12 (configuration not stated)
(41) COc1cccc(-c2ccnc3[nH]n(-c4ccccc4)c(=O)c23)c1
(42) COc1ccc(CNC(=O)Cn2c(=O)n3nc(-c4ccc(OC)cc4)nc3c3ccccc32)cc1
Assay by compound | 37 | 38 | 39 | 40 | 41 | 42
UDG counterscr | 37%[activator] | -2% | 26% | -13% | -9% | -22%[57.5 µM]
AID inh | 24% | -3% | 3% | 5% | -1% | -10%

(43) Cc1cccc(C(=O)Nc2c(-c3ccccc3)nc3cc(C)ccn23)c1
(44) COc1ccc(CCNC(=O)C(CCS(C)(=O)=O)N2Cc3ccccc3C2=O)c(OC)c1OC (configuration not stated)
(45) Cc1ccc(C)c(CN2CCC(CNC(=O)C(CC(C)C)N3Cc4ccccc4C3=O)CC2)c1 (configuration not stated)
(46) O=C(COC(=O)C1CC(=O)N(NC(=O)c2ccccc2)C1)c1ccc(Br)cc1 (configuration not stated)
(47) CCOC(=O)CC(NC(=O)c1cc2cc(OC)ccc2oc1=O)c1ccc(OC)cc1 (configuration not stated)
(48) CCOC(=O)c1scc(-c2ccccc2)c1S(=O)(=O)Nc1ccccc1F
Assay by compound | 43 | 44 | 45 | 46 | 47 | 48
UDG counterscr | -6% | 10% | ? | 8% | -1% | 17%
AID inh | 19% | -3% | ? | 10% | 7% | 6%

Sorted by formula weight (ascending): 3 of the compounds above
(43) Cc1cccc(C(=O)Nc2c(-c3ccccc3)nc3cc(C)ccn23)c1
(46) O=C(COC(=O)C1CC(=O)N(NC(=O)c2ccccc2)C1)c1ccc(Br)cc1 (configuration not stated)
(44) COc1ccc(CCNC(=O)C(CCS(C)(=O)=O)N2Cc3ccccc3C2=O)c(OC)c1OC (configuration not stated)
Assay by compound | 43 | 46 | 44
UDG counterscr | -6% | 8% | 10%
AID inh | 19% | 10% | -3%

(next part)
(49) COc1cc(C(=O)Nc2ccc(C)cc2)c2ccccc2n1
(50) COC(=O)c1ccc(Cn2c(SCc3cccc(C)c3)nc3ccncc32)cc1
(51) CC(NC(=O)c1ccccc1F)c1cc2ccccc2o1 (configuration not stated)
(52) COc1ccc(C2=C(C(C)=O)Sc3nnc(-c4ccc(Cl)cc4)n3N2C(C)=O)cc1OC
(53) CCN(c1ccccc1)c1nnc(NC(=O)Nc2ccccc2F)s1
(54) O=c1c2cccnc2n(Cc2ccc(Cl)cc2)c(=O)n1Cc1ccc(F)cc1
Assay by compound | 49 | 50 | 51 | 52 | 53 | 54
UDG counterscr | 12% | 22% | -5% | -4% | 8% | 9%
AID inh | -10% | ? | -1% | 182%[activator] | 13% | -2%

(55) COC(=O)c1nnn(-c2ccc(Cl)cc2)c1C(=O)OC
(56) Cc1ccc(C(=O)c2cn(Cc3ccccc3C)c3nc(C)ccc3c2=O)cc1
(57) O=C(COC(=O)c1ccc(-c2ccc([N+](=O)[O-])cc2)o1)Nc1ccc(Cl)cc1C(F)(F)F
(58) COc1ccc(N(C(=O)c2ccc(C(C)(C)C)cc2)S(=O)(=O)c2ccc(Cl)cc2)cc1
(59) COc1ccc(CNC(=O)c2cc3c(=O)oc4ccc(C)cc4c3s2)c(OC)c1
(60) Cc1ccc(C(=O)COC(=O)C2C3CC4C(OC(=O)C42)C3Br)cc1 (configuration not stated)
Assay by compound | 55 | 56 | 57 | 58 | 59 | 60
UDG counterscr | 12% | -5% | -8% | ? | -1% | -6%
AID inh | 3% | ? | -3% | -4% | 15% | 15%

(61) O=C(/C=C/c1ccc2ccccc2c1)c1cccnc1
(62) Cc1cc(C)cc(NC(=O)c2ccc3c(c2)nnn3C2CCCC2)c1
(63) CN(Cc1ccco1)C(=O)c1cc(-c2ccccn2)nc2ccccc12
(64) COc1ccc(NC(=O)Cc2c(C)c3c(O)cc(C)cc3oc2=O)c(OC)c1
(65) CC(C)C(NS(=O)(=O)c1ccc2c(c1)oc(=O)n2C)C(=O)NCc1ccccc1 (configuration not stated)
(66) CCOc1ccc(C(=O)NCC(c2ccc3c(c2)OCO3)N2CCOCC2)cc1 (configuration not stated)
Assay by compound | 61 | 62 | 63 | 64 | 65 | 66
UDG counterscr | 13% | -1% | -4% | 3% | -21% | 13%
AID inh | -10% | 15% | -4% | 2% | 19% | 21%

(67) COc1cc(NC(=O)CN(C)S(=O)(=O)c2ccc3c(c2)CCCC(=O)N3)cc(OC)c1OC
(68) CCCn1c(N2CCN(Cc3ccc(Cl)c(Cl)c3)CC2)nc2c1c(=O)[nH]c(=O)n2C
(69) CCOc1ccccc1NC(=O)C1CCCN1S(=O)(=O)c1ccc2c(c1)C(C)(C)C(=O)N2C (configuration not stated)
(70) Cc1ccc2c(=O)cc(CSc3nnc(-c4ccccc4)n3C)[nH]c2c1C
(71) Cc1ccc(NC(=O)c2cnn3c(C(F)F)cc(-c4ccccc4)nc23)c(C)c1
(72) O=C(/C=C/c1ccc2ccccc2c1)c1cc2ccccc2o1
Assay by compound | 67 | 68 | 69 | 70 | 71 | 72
UDG counterscr | 11% | -5% | 25% | -8%[57.5 µM] | 6% | 0%
AID inh | 47%[activator] | -17% | -5% | 4% | 26% | -2%

(73) CSc1nc2sc3c(c2c(=O)n1-c1ccccc1)CCC(C(C)(C)C)C3 (configuration not stated)
(74) Clc1ccc(N=Cc2c(Cl)cccc2Cl)cc1Cl
(75) CCOC(=O)c1c(S(=O)(=O)NCC(=O)Nc2cc(C)ccc2C)c(C)n(C)c1C
(76) COc1ccc(-n2c(=O)c3sc4ccccc4c3n(C)c2=O)cc1
(77) CCOC(=O)C1CCCN(C(=O)C2CCN(S(=O)(=O)c3c(C)noc3/C=C/c3ccc(C)cc3)CC2)C1 (configuration not stated)
(78) COc1cc(OC)cc(C(=O)Nc2ccc(S(=O)(=O)Nc3onc(C)c3C)cc2)c1
Assay by compound | 73 | 74 | 75 | 76 | 77 | 78
UDG counterscr | 5% | -1% | 25% | -8% | -5% | 1%
AID inh | -4% | -11% | 0% | 10% | -9% | 35%[activator]

(79) CC(CCc1ccccc1)NC(=O)N1CCN(S(=O)(=O)c2ccc(F)cc2)CC1 (configuration not stated)
(80) Cn1c(=O)cc(SCC(=O)N2CCN(c3ccccc3)CC2)c2ccccc21
(81) Cc1ccc(OCCOc2ccc(Br)cc2/C=C(/C#N)c2ccccc2)cc1
(82) O=C(O)c1cccnc1SC(F)F
(83) CCN(Cc1ccc(C)cc1)Cc1cc(=O)oc2ccc(OC)cc12
(84) CCN(CC)C(CNC(=O)Nc1cccc(C(=O)N2CCOCC2)c1)c1ccsc1 (configuration not stated)
(85) CC(C)c1ccc(Nc2c(-c3ccsc3)nc3ccc(Cl)cn23)cc1
Assay by compound | 79 | 80 | 81 | 82 | 83 | 84 | 85
UDG counterscr | -1% | 22% | -14% | -7% | -6% | -6% | -3%
AID inh | 2% | ? | -10% | -5% | -5% | 4% | 1%

Of the compounds above, 10 contain an aryl thioether with sulfur outside any ring:
(5) CC(CCc1ccccc1)NC(=O)CSc1n[nH]c(-c2ccccc2)n1 (configuration not stated)
(6) Cc1cc(NC(=O)CSc2nc3c(c(=O)n(C)c(=O)n3C)n2Cc2ccccc2C)ccc1F
(12) COc1ccc(Cl)cc1NC(=O)CSc1nc(=O)[nH]c2c1CCC2
(22) Cc1ccc(OCC(=O)Nc2ccc3nc(SCC(=O)N4CCCC4)sc3c2)cc1
(31) CCc1ccccc1NC(=O)CSc1ncc2c(n1)-c1cc(Cl)ccc1N(Cc1ccccc1)S2(=O)=O
(50) COC(=O)c1ccc(Cn2c(SCc3cccc(C)c3)nc3ccncc32)cc1
(70) Cc1ccc2c(=O)cc(CSc3nnc(-c4ccccc4)n3C)[nH]c2c1C
(73) CSc1nc2sc3c(c2c(=O)n1-c1ccccc1)CCC(C(C)(C)C)C3 (configuration not stated)
Assay by compound | 5 | 6 | 12 | 22 | 31 | 50 | 70 | 73
UDG counterscr | 64%[activator] | 4% | -4% | 0%[57.5 µM] | 5% | 22% | -8%[57.5 µM] | 5%
AID inh | 0% | -3% | -23% | 1% | 118%[activator] | ? | 4% | -4%

(80) Cn1c(=O)cc(SCC(=O)N2CCN(c3ccccc3)CC2)c2ccccc21
(82) O=C(O)c1cccnc1SC(F)F
Assay by compound | 80 | 82
UDG counterscr | 22% | -7%
AID inh | ? | -5%

Some of the compounds tested. The share of hits here may be higher or lower than overall.
